# High-throughput results deposited in PubChem BioAssay by National Center for Advancing Translational Sciences (NCATS).
# SW480 rereplic: DNA re-replication induction in SW480 cells | AID 624297 | Potency, µM (doses to about 46.1 µM), for inactives: top-dose re-replication activation, actives largely listed as activators | SW480 DNA re-replication, Hoechst DNA content imaging, 48 h | 340,000 compounds, 1.8% hits; note: potency is the fitted concentration of half-maximal effect; % of control where 0% means no effect; nearly all actives have a fitted effect of over 55% in size
#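 SW480 cells exposed to compounds for 48 hr at 37 C, 5% CO2, then Hoechst-stained 40 min. Nuclear DNA content imaged by fluorescence scanning (405 nm excitation, 500-530 nm emission); re-replication scored as increased high-intensity nuclei.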
# KB-3-1 tox: kills parental KB-3-1 adenocarcinoma cells; KB-3-1 viability, CellTiter-Glo ATP luminescence, 72 h; Potency, µM (highest dose often 46.1 µM), for the others: at the top dose activity change, negative = cytotoxic, actives largely listed as cytotoxic; 400,000 compounds, 1.4% hits; AID 1347075; note: potency is the fitted concentration of half-maximal effect; % is set by controls: 0 for no effect and ±100 for the full control effect; nearly all actives have a fitted effect of over 60% in size
#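 Using CellTiter-Glo luminescence, growth of non-resistant KB-3-1 adenocarcinoma cells is assessed 72 h after pin-tool compound addition at 37 °C. Normalized responses across the concentration series yield fitted curves.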
# MCF10A rerep: inducers of DNA re-replication in MCF 10A breast cells; MCF 10A DNA re-replication, Hoechst nuclear intensity, 48 h; Potency, µM (doses to about 46.1 µM), without a hit: top-dose activity, positive = re-replication, actives largely listed as activators; 350,000 compounds, 2.9% hits; AID 624296; note: potency is the fitted concentration of half-maximal effect; % of control where 0% means no effect; nearly all actives have a fitted effect of over 50% in size
# HT1080 IDH1KD tx: HT-1080 IDH1 knockdown cell toxicity (counter line); HT-1080 IDH1 knockdown viability, ATP luminescence, 48 h; Potency, µM (series often up to 46.1 µM), for the others: at the top dose activity, negative = toxicity, usual class: cytotoxic; 360,000 compounds, 2% hits; AID 686971;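 note: potency is the fitted concentration of half-maximal effect; 0% = DMSO wells and -100% = cell-free medium wells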
#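 Knockdown cells (IDH1KD HT-1080) received compounds 2 h after plating at 750 cells/well and were kept 48 h at 37 °C in 5% FBS RPMI. A CellTiter-Glo luminescence read gave % activity for curve fitting.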
# HT1080-NT tox: kills 2HG-producing HT-1080-NT fibrosarcoma cells; AID 686970; Potency, µM (doses to about 46.1 µM), for inactives: top-dose activity, negative = less viability, actives largely listed as cytotoxic; 360,000 compounds, 1.6% hits; HT-1080-NT fibrosarcoma viability, CellTiter-Glo ATP luminescence, 48 h;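 note: NT is the 2HG producing partner of a matched IDH1 knockdown line; potency is the fitted concentration of half-maximal effect; 0% = DMSO-treated cells and -100% = media-only wells without cells; nearly all actives have a fitted effect of over 55% in size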
#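 Toxicity toward the 2HG-producing NT line was scored as %Activity, normalised to DMSO and no-cell wells, from CellTiter-Glo luminescence after 48 hours' treatment.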
# HEK293 tox: cytotoxicity counter-screen for GLP-1 receptor inverse agonists. HEK293 cAMP-luciferase reporter cells, luminescence, 24 h. AID 624418. Potency, µM (doses to about 38.3 µM), for the others: at the highest dose activity change, negative = inhibition, actives largely listed as inhibitors. 410,000 compounds, 0.13% hits;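 note: loss of luciferase light is scored as toxicity; potency is the fitted concentration of half-maximal effect; % is set by controls: 0 for no effect and ±100 for the full control effect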
#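 Compound-treated cells are incubated 24 hr at 37 deg C under 5% CO2 after a 12 hour attachment period, then luciferase detection reagent is added and luminescence is measured following 12 min at room temperature; lowered signal indicates toxicity.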
# KB-V1 MDR tox: KB-V1 MDR subline cytotoxicity; KB-V1 MDR cells viability, CellTiter-Glo, 72 h; AID 1347076; 400,000 compounds, 3.4% hits; Potency, µM (doses to about 46.1 µM), for inactives: at the top dose activity change, negative = cytotoxicity, usual class: cytotoxic; note: potency is the fitted concentration of half-maximal effect; % is set by controls: 0 for no effect and ±100 for the full control effect; nearly all actives have a fitted effect of over 60% in size
#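 Following 72 h at 37 degrees C with compound, KB-V1 cell viability was read by CellTiter-Glo luminescence, medium being phenol-red-free DMEM plus 10% FBS; concentration-response parameters came from normalized, curve-fitted qHTS data.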
# IL1B secr inh: inhibitors of inflammasome signaling (IL-1 beta secretion). 360,000 compounds, 4.7% hits. THP-1 LPS/ATP IL-1B secretion, AlphaLISA, 16 h; active compounds read low. activity change, % at 57.5 µM; in the data active = activity change below about -50%; inconclusive = mostly about -30% to -49%; note: % is set by controls: 0 for no effect and ±100 for the full control effect
#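 THP-1 cells pretreated 1 hr with compounds (up to 57.5 uM final), then stimulated with LPS (250 ng/mL final) plus ATP (1.25 mM final); secreted IL-1B measured by AlphaLISA after 16 hr, decreased signal indicating inhibition.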
# DRD3 agonist: agonists of human D3 dopamine receptor | P35462 | D3R DiscoveRx beta-arrestin cells, luminescence, 90 min | max activation, % | 410,000 compounds, 0.58% hits | AID 652048; in the data active = max activation above about 30%; note: 0% is about no effect; mostly tested at two doses, the higher about 12 µM
# Target sequence (P35462 whole entry, looked up): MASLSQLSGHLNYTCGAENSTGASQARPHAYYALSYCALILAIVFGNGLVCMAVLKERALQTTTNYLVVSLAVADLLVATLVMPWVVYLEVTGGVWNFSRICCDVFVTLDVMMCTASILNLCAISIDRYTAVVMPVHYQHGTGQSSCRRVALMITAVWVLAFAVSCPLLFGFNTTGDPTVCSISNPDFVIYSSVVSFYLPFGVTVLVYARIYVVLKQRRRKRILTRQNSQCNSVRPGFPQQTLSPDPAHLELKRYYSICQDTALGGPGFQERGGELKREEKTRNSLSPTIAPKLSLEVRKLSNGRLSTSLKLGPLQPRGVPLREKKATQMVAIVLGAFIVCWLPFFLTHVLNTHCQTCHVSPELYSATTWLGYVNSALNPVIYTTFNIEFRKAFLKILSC
#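 Agonist mode: compounds and dopamine controls were applied to plated cells for 90 min at 37 degrees C after an overnight attachment at 1500 cells/well. Luminescent read-out followed 30 - 60 minutes at room temperature with DiscoveRx detection reagent.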
# Active calls of the source: *; i = inactive; ? = inconclusive; . = no result given; & = joins results of further samples; [ ] = another dose, or the depositor's remark. Unless noted, calls come from the whole dose curve; as a rule, active = well fitted curve in the direction sought with a large enough effect; inconclusive = small, poorly fitted or top-dose-only effect, or another doubt; inactive = no such curve, though single readings can be large; an effect the other way counts as inactive or inconclusive.
SMILES,SW480 rereplic,KB-3-1 tox,MCF10A rerep,HT1080 IDH1KD tx,HT1080-NT tox,HEK293 tox,KB-V1 MDR tox,IL1B secr inh,DRD3 agonist
Cc1ccccc1OCCn1cc(C(=O)C(=O)N2CCOCC2)c2ccccc21,-1%,-10%,1%,-24%,-3%,4%,?,-2,2
Cc1ccccc1C(=O)c1c[nH]c(C(N)=O)c1,0%,2%,18%,0%,-6%,10%,27%,-17,-2
Cc1ccc(CN2[C@@H](Cc3ccccc3)C(=O)CS2(=O)=O)cc1,-13%,-5%&14%,?,11%,10%,1%,1%&-20%,11,-4
c1ccc(-c2ccc(-n3ccnc3)cc2)cc1,12%,5%,1%,14%[9.24 µM],?,1%,?,-24,-15
S=C1SCN(Cc2cccnc2)CN1Cc1ccccc1,11%,0%,85%,21µM*,?,?,1%,-107*,4
O=C(Nc1ccc(C(=O)NCc2ccccc2Cl)cc1)C1=CSCCO1,26%,?,7%,13%,2%,7%,3%,0,3
Cc1ccc(C)c(NC(=S)N2CCC(N(C)CC3CCCO3)CC2)c1 (stereo not drawn),-7%,?,-1%,15%,8%,-8%,-10%,14,6
S=c1[nH]c2cc(-c3ccccc3)ccc2o1,-9%,-5%,-17%,1%,15%,-19%,-4%,71,-10
Cc1cccc(C)c1NC(=O)CN(C)C(=O)C1=COCCO1,-7%,-15%,-5%,-1%,5%[9.24 µM],-9%,-17%,11,2
CCCn1c(N)c(C(=O)CN(C)CC(=O)Nc2cc(C)ccc2C)c(=O)[nH]c1=O,4%,?,0%,0%,1%,6%,0%,11,2
COc1ccc(NC(=O)c2cccs2)cc1OC,?,-5%,-13%,3%,?,4%,10%,-7,-14
O=C(O)COc1ccccc1/C=C1\SC(=S)N(c2cccnc2)C1=O,-5%,-4%,-1%,-1%,-22%,-4%,-11%,-7,3
CC(=O)OC1=Cc2c(ccc3ccc(=O)oc23)OC1(C)C,-5%,17%,3%,16%,21%,-11%,-2%,23,3
O=C(Nc1cccc(Cl)c1)C1COc2ccccc2O1 (stereo not drawn),-2%,4%,-6%,-11%,-10%,-5%,-9%,-1,-9
CC(=O)C1=C(O)C(=O)N(CCC(=O)O)C1c1ccccc1[N+](=O)[O-] (stereo not drawn),-15%,-1%,5%,1%,4%,-1%,0%,28,5
CC(C)C1C(=O)N(Cc2cn(CCC3OCCCO3)nn2)CCS(=O)(=O)N1Cc1ccc(-c2ccc(Cl)nc2)cc1 (stereo not drawn),.,-27%,.,-3%,6%,-29%,-18%,?,4
CC(C)(C)OC(=O)C[C@@H]1C/C=C\C[C@H](CC(=O)N(CCO)Cc2ccccc2)C(=O)N[C@@H](Cc2ccccc2)COC1=O,0%,2%,-4%,11%,0%,-12%,10%,-14,-2
CCN(CC)P1(=O)OC(c2cc(OC)c(OC)c(OC)c2)=Nc2c1c(C)nn2-c1ccccc1 (stereo not drawn),-3%,-8%,-4%,8%,0%,-16%,-12%,29,2
COCCNC(=O)c1c(CSc2ccc(Cl)cc2)noc1C(=O)NCc1ccccc1,-5%[9.22 µM],-2%,?,-11%,-5%,4%,9%,-3,-10
Clc1ccc2[nH]c(-c3ccccc3)cc2c1,9%,-23%,3%,-5%[9.24 µM],-24%,16%,?,7,-14
COc1ccc(-n2nnnc2SCC(=O)c2ccc(OC)c(OC)c2)cc1,10%,-21%,1%,2%,8%,4%,18µM*,30,13
CN(C)c1ccc(S(=O)(=O)N(C)C)cc1[N+](=O)[O-],-3%,-2%,-3%,8%,9%,2%[7.66 µM],-14%,-9,-2
Cc1ccc(S(=O)(=O)NCCCNS(=O)(=O)c2ccc(C)cc2)cc1,-2%,-21%,1%,0%,7%,-16%,15µM*,-6,1
CC1(C(=O)NS(=O)(=O)c2ccc(Cl)s2)CCN1C(=O)Cc1ccc(Cl)cc1Cl (stereo not drawn),.,0%,.,0%,-1%,-2%,3%,22,6
COc1cc(NS(=O)(=O)c2ccc(NC(=O)COc3ccccc3C)cc2)nc(OC)n1,17%,2%,0%,-8%[9.24 µM],-24%,-9%,15%,8,9
Cc1ccc(-c2nc(NC(=O)CSc3cc(C)c4ccccc4n3)ns2)cc1,-5%,0%&7%,-4%,14%,3%,2%&2%,-4%&1%,51,-9&6
COc1ccc(NC(=O)CN2C(=O)NC(C)(Cc3ccc(OC)c(OC)c3)C2=O)cc1 (stereo not drawn),.,-3%,.,-9%,-13%,3%,26%,21,-9
Cc1ccc(C(C)n2cc(C(=O)NCc3ccccn3)nn2)cc1 (stereo not drawn),-22%,5%,3%,14%,5%,-1%,?,-3,3
Cc1nn(S(=O)(=O)c2ccc(F)cc2)c(C)c1S(=O)(=O)N1CCC(C)CC1,.,14%,.,.,.,0%,6%,.,3
COc1cccc(C(=O)NC2CCCc3ccccc32)c1OC (stereo not drawn),-2%,5%,6%,-7%,-12%,0%,?,32,1
O=C(CSc1nc(-c2ccccc2)ns1)NCC1CCCO1 (stereo not drawn),6%,-2%,12%,11%,-1%,-1%,6%,9,11
CC(C)(C)NC(=O)C(c1cccs1)N(C(=O)C(=O)NC1CCCC1)c1ccccc1F (stereo not drawn),68%,2%,11%,-1%,-12%,-20%,-27%,-27,-15
CCNC(=S)NCC,-20%,-1%,5%,9%,1%[9.24 µM],-33%,?,19,2
COc1ccc2c(c1)O/C(=C\c1sccc1C)C2=O,0%,8%,?,13%,15%,-9%,-24%,i,-1
COC(=O)c1ccc2nc(-c3cccc(N)c3)cn2c1,-5%,2%,-7%,-2%,-7%,-4%,-4%,-10,1
O=C(NC1CCCC1)C(c1ccccn1)N(C(=O)c1csnn1)c1ccccc1 (stereo not drawn),8%,3%,-4%,10%,7%,12%,23%,-7,-6
Cc1cn(CC(=O)N2CCN(c3ccccn3)CC2)c(=O)[nH]c1=O,-41%,0%,0%,5%,-1%,2%,0%,18,0
COc1ccc(Sc2nc(-c3ccccn3)ncc2OC)cc1,9.2µM*,11%,?,?,?,?,?,25,-8
CC[C@H](C)C(N)c1cn(C(CCCN=C(N)N)C(=O)N2CCNCC2)nn1 (stereo partly drawn),-16%,9%,1%,2%,-1%,-11%,6%,4,10
CC(=O)OC(C(=O)NC1CCCCC1)c1ccc(C)cc1 (stereo not drawn),-3%,0%,-1%,8%,-1%,25%,3%,5,2

# Two entries picked at random from the list so far:
SMILES,SW480 rereplic,KB-3-1 tox,MCF10A rerep,HT1080 IDH1KD tx,HT1080-NT tox,HEK293 tox,KB-V1 MDR tox,IL1B secr inh,DRD3 agonist
O=C(NC1CCCC1)C(c1ccccn1)N(C(=O)c1csnn1)c1ccccc1 (stereo not drawn),8%,3%,-4%,10%,7%,12%,23%,-7,-6
CCNC(=S)NCC,-20%,-1%,5%,9%,1%[9.24 µM],-33%,?,19,2

# Remaining list, next part:
SMILES,SW480 rereplic,KB-3-1 tox,MCF10A rerep,HT1080 IDH1KD tx,HT1080-NT tox,HEK293 tox,KB-V1 MDR tox,IL1B secr inh,DRD3 agonist
CCCCCC(=O)NNC(=S)NC(C)=O,-2%,4%,-6%,?,22%,5%,?,16,-7
NC(=S)N/N=C/c1ccc(-c2cccc([N+](=O)[O-])c2)o1,-2%,?,?,3%,-2%,?,?,-5,-2
CCN1CCOC(CC(=O)Nc2ccc([N+](=O)[O-])cc2)C1=O (stereo not drawn),-9%,-5%,4%,13%,11%,0%,23%,-2,-3
COC(=O)c1cc(NC(=O)Nc2ccc3snnc3c2)cc(C(=O)OC)c1,.,7%,.,.,.,-3%,0%,.,0
CCCSc1nc2sc3c(c2c(=O)[nH]1)CCN(Cc1ccccc1)C3,-2%,-2%,?,10%,-1%,2%,0%,38,4
CN(CC(=O)Nc1ccc(Cl)c(Cl)c1)C(=O)CC1OC(=O)c2ccccc21 (stereo not drawn),-5%,0%,8%,4%,-13%,-5%,-22%,-1,-21
COc1ccc(Br)c(Cn2c(C)c(C(=O)NCc3cccs3)sc2=O)c1,.,19%,.,0%,-1%,0%,?,?,-7
Cc1ccc(S(=O)(=O)N2CCCC(NC(=O)N3CCN(c4ccccc4)CC3)C2)cc1 (stereo not drawn),1%,-1%,8%,1%,2%,2%,-17%,-2,8
CSc1ccc(CNCCCSc2ncccn2)cc1,-12%,-2%,9%,-16%,-7%,10%,?,-68*,-9
Cn1c(Cn2cnc([N+](=O)[O-])n2)nnc1SCC(=O)Nc1ccc(Br)cc1,-12%,-14%,-2%,-17%,-19%,-1%,7%,52,18
O=C(O)c1cc(-c2ccco2)nc2cc3ccccc3cc12,-6%,1%,?,0%,0%,-1%,?,10,-12
CCOC(=O)N1CCN(C(=O)c2cn(C)c3ccc(S(=O)(=O)N4CCOCC4)cc3c2=O)CC1,22%,3%,?,5%,3%,1%,10%,4,3
Cc1cc(=O)n(CC(=O)Nc2ccc(Cl)c(Cl)c2)c(-n2nc(C)cc2C)n1,.,?,.,.,.,3%,-15%,.,-10
CSc1nc(NC(C)(C)C)nc(Oc2ccc(=O)[nH]n2)n1,-8%,2%,5%,-1%,11%,12%,4%,7,-5
CCOC(=O)CC1=NN(c2ccccc2)C(=O)/C1=C\c1ccc(N(C)C)cc1,-14%,6%,17%,-2%,2%,-11%,-2%,10,-1
CCNC(=S)N/N=C/c1ccc(OCC(=O)Nc2ccc(OC)cc2)c(OC)c1,0%,?,13%,0%,-16%,-9%,?,-2,7
CC(Sc1oc(-c2ccco2)nc1S(=O)(=O)c1ccc(Br)cc1)c1ccccc1 (stereo not drawn),.,-12%,.,.,.,22%,-2%,.,-14
